Screens deposited in PubChem BioAssay by National Center for Advancing Translational Sciences (NCATS).
FLuc modulator: firefly luciferase modulation, counter-screen for miR-21 project; P08659; purified FLuc, Km substrates, luminescence inhibition; Potency, µM (doses to about 57.5 µM), inactives show at the top dose activity change, negative = inhibition, actives largely listed as inhibitors; 360,000 tested, 6.9% active; active = well fitted inhibition curve with a large enough effect; inconclusive = small, poorly fitted or top-dose-only effect;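 also: plate controls were vehicle for no effect and reference inhibitor for full effect; nearly all actives have a fitted effect of over 55% in size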
Target sequence (P08659 whole entry, looked up): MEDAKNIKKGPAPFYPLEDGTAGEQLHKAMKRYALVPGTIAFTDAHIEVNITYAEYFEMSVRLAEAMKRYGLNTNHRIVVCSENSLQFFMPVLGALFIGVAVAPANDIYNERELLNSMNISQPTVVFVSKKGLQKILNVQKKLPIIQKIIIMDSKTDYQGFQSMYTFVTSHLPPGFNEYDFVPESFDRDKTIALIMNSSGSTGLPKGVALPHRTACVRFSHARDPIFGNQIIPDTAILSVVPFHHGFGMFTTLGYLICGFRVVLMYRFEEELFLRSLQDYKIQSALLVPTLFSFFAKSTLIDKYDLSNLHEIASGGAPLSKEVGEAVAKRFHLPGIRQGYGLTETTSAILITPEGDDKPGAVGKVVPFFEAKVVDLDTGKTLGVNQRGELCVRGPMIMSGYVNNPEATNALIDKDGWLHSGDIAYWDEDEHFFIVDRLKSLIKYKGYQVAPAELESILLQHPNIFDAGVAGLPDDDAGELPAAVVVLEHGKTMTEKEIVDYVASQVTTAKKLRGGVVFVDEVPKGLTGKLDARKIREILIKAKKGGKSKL
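Purified P. pyralis luciferase (10nM final) with 10uM D-luciferin and 10uM ATP (Km levels) in 50mM Tris acetate pH 7.5, 10mM Mg acetate, 0.01% Tween-20, 0.05% BSA; qHTS 6-point titration, ~60 µM downward; luminescence read.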
Starred values were filed as active, the others as inactive; ? = inconclusive. Potency is read from the fitted curve at half-maximal effect. Only part of the results is shown, so the mix of outcomes need not match the whole.

SMILES | FLuc modulator
Cc1cc(C)c2c(=O)c3c(oc2c1)C(=O)N(CCCOC(C)C)C3c1ccccc1F (stereo not drawn) | -9%
Cc1ccc(/C=C/c2nc3ccccc3n2S(=O)(=O)c2ccc(Br)cc2)cc1 | 0.76µM*
Cc1ccc2oc3c(c(=O)c2c1)C(c1ccc([N+](=O)[O-])cc1)N(CCCN1CCOCC1)C3=O (stereo not drawn) | -6%
Cc1ccc(-n2nc3c(N4CCC(C(=O)NC5CCCCC5)CC4)nnc(C)c3c2C)cc1 | -7%
COc1ccc(-c2noc(CC(=O)Nc3ccc(C)c(F)c3)n2)cc1 | -1%
COc1ccc(-n2nnnc2C2CCN(S(=O)(=O)c3cc(Cl)ccc3OC)CC2)cc1 | 3%
COc1ccc(CCN2C(=O)N(c3cccc(OC)c3)C(=O)C2CC(=O)Nc2ccccc2)cc1 (stereo not drawn) | -3%
CCOc1cc(-c2nnc(SCC(=O)NC3CCCC3)nc2-c2ccc(OC)c(OCC)c2)ccc1OC | -2%
COC(=O)c1cccc(NC(=O)c2nsc3ccccc23)c1 | 0.95µM*
CCn1c(=O)cc(SCC(=O)Nc2ccc(C)c(F)c2)c2ccccc21 | 1%
Cc1cc(-c2ccc(S(=O)(=O)Nc3cccc(Cl)c3C)cc2)on1 | ?
Cc1ccc2scc(N3CCc4ccccc4C3)c(=O)c2c1 | 4.8µM*
O=C(NCCS(=O)(=O)N1CCN(c2ccc(F)cc2)CC1)c1ccccc1Br | -1%
COc1cccc(CNC(=O)c2cc(C)nc3c2c(C)nn3-c2ccc(C)cc2)c1 | -2%
COc1ccc(OC)c(CNC(=O)NCc2noc3ccc(C)cc23)c1 | 0%

Reformatted in CSV form: 13 of the compounds above
structure,FLuc modulator
Cc1ccc2oc3c(c(=O)c2c1)C(c1ccc([N+](=O)[O-])cc1)N(CCCN1CCOCC1)C3=O (stereo not drawn),-6%
Cc1ccc(-n2nc3c(N4CCC(C(=O)NC5CCCCC5)CC4)nnc(C)c3c2C)cc1,-7%
COc1ccc(-c2noc(CC(=O)Nc3ccc(C)c(F)c3)n2)cc1,-1%
COc1ccc(-n2nnnc2C2CCN(S(=O)(=O)c3cc(Cl)ccc3OC)CC2)cc1,3%
COc1ccc(CCN2C(=O)N(c3cccc(OC)c3)C(=O)C2CC(=O)Nc2ccccc2)cc1 (stereo not drawn),-3%
CCOc1cc(-c2nnc(SCC(=O)NC3CCCC3)nc2-c2ccc(OC)c(OCC)c2)ccc1OC,-2%
COC(=O)c1cccc(NC(=O)c2nsc3ccccc23)c1,0.95µM*
CCn1c(=O)cc(SCC(=O)Nc2ccc(C)c(F)c2)c2ccccc21,1%
Cc1cc(-c2ccc(S(=O)(=O)Nc3cccc(Cl)c3C)cc2)on1,?
Cc1ccc2scc(N3CCc4ccccc4C3)c(=O)c2c1,4.8µM*
O=C(NCCS(=O)(=O)N1CCN(c2ccc(F)cc2)CC1)c1ccccc1Br,-1%
COc1cccc(CNC(=O)c2cc(C)nc3c2c(C)nn3-c2ccc(C)cc2)c1,-2%
COc1ccc(OC)c(CNC(=O)NCc2noc3ccc(C)cc23)c1,0%

(further entries)
SMILES | FLuc modulator
Cc1ccc(C)c(Oc2c(C(F)(F)F)oc3c(CN4CCN(C)CC4)c(O)ccc3c2=O)c1 | -1%
Cn1cc(S(=O)(=O)N2CCCC2)cc1C(=O)Nc1ccc(F)cc1F | -2%
COc1ccc(N2CCN(C(=O)Cn3cnc4sc(C)c(S(=O)(=O)N5CCCCC5)c4c3=O)CC2)cc1 | 6%
Cc1cccc(C(=O)Oc2c(Sc3ccccc3)c(C)nn2C(C)(C)C)c1 | 0%
Cc1ccc(-c2csc(-c3c(N)c(C(=O)c4ccc5c(c4)OCO5)n4ccccc34)n2)cc1 | 6%
CCC1CCCCN1C(=O)Cn1c(=O)n(CCCCCC(=O)NCc2ccccc2Cl)c(=O)c2sccc21 (stereo not drawn) | ?
CCOC(=O)C1CCCCN1S(=O)(=O)c1csc(C(N)=O)c1 (stereo not drawn) | -7%
Cc1cc(C)cc(N2CCn3c2nc2c3c(=O)n(Cc3ccc(Cl)cc3)c(=O)n2C)c1 | -7%
CCc1ccc(NC(=O)c2ccc(F)c(S(=O)(=O)N(C)C3CCCCC3)c2)cc1 | -2%
Cc1cc(C)cc(-n2ccn(CC(=O)c3ccc(F)cc3)c(=O)c2=O)c1 | 1%
COc1ccc(CN(C(=O)Cc2coc3ccc(C)cc23)C2CCS(=O)(=O)C2)cc1 (stereo not drawn) | -7%
O=C(Cn1nnc(-c2ccccc2Cl)n1)Nc1ccc(Br)cc1 | -20%
COc1cc(C2C(=O)N(C3CCCCC3)CC(=O)N2CCC2=CCCCC2)ccc1OC(C)C (stereo not drawn) | -5%
Cc1ccc(-n2c(=O)c3c4c(sc3n(Cc3cc(=O)n5cc(Cl)ccc5n3)c2=O)CCC4)cc1C | -4%
O=C(c1c2c(nc3ccccc13)C(=O)N(C1CCCCC1)C2)N1CCN(c2ccc(F)cc2)CC1 | -1%
Cc1nc2c(c(C)nn2-c2ccccc2)c(C)c1CCC(=O)Nc1ccc(F)cc1 | 4%
COc1ccccc1Nc1ncnc2scc(-c3ccc(F)cc3)c12 | -6%
Cc1cc(C)cc(NC(=O)CSc2c(C(C)C)cnc3c2c(=O)n(C)c(=O)n3C)c1 | -8%
Fc1ccc(-c2csc(-c3nc(-c4ccc(Br)s4)cs3)n2)cc1 | 2%
Cc1cccc(OCC(=O)Nc2ccc(-c3nc4ccccc4o3)cc2)c1C | 1%
COC(=O)CN1C(=O)CSc2ccc(S(=O)(=O)Nc3ccc(F)c(Cl)c3)cc21 | ?
CCN(CC)S(=O)(=O)c1ccc(N2CCCCS2(=O)=O)cc1 | 1%
Cc1ccc(-n2nc(C)c3nc(CCC(=O)Nc4cccc(C)c4C)c(=O)n(C)c32)cc1 | 6%
COc1ccc(Cn2cc(C(=O)c3ccc(F)cc3)c(=O)c3cc4c(cc32)OCCO4)cc1 | -9%
COc1ccc(Cl)cc1NC(=O)c1c(NCc2cccnc2)sc2c1CCCC2 | -8%
CCOc1ccc(-n2c(Cc3ccccc3)nnc2SCc2nc(-c3ccccc3OC)no2)cc1 | -16%
COc1ccc(OC)c(NC(=O)CSc2nnc3ccc4ccccc4n23)c1 | ?
COc1ccccc1Oc1nc2c(C)cccn2c(=O)c1/C=C(\C#N)c1nc2ccccc2[nH]1 | -9%
CCCNS(=O)(=O)c1cc(-c2nn3c(C)nnc3c3ccccc23)ccc1C | -9%
CCc1nnc(NC(=O)C(=O)c2cc(C)n(-c3ccccc3)c2C)s1 | -6%
CCC(=O)Nc1ccccc1-c1nc2ccccc2n(C(CC)C(=O)Nc2cccc(C(C)=O)c2)c1=O (stereo not drawn) | -1%
Cc1ncc(CO)c2c1Oc1nc(-c3ccc(Cl)cc3)nc(SCC(=O)N3CCCCC3)c1C2 | -2%
CCOC(=O)c1c(C)[nH]c(CCC(=O)Nc2c(C)cccc2CC)c1C | -7%
Cc1cn2c(=O)c(S(=O)(=O)NCCc3ccccc3)c(C)nc2s1 | 0%
COc1ccc(CNC(=O)c2ccc(CNS(=O)(=O)c3ccc(F)cc3)cc2)cc1 | 0%
COc1ccc(CCNC(=O)c2cnn(-c3ccc(F)cc3)c2C2CCN(C(=O)OC(C)(C)C)CC2)cc1OC | -2%
COC(=O)c1c(NC(=O)CS(=O)(=O)c2ccc(C)cc2)sc2c1CCCC2 | -19%
COc1ccc(OC)c(NC(=O)Cn2c(=O)cc(C)c3c(C)nn(-c4cccc(Cl)c4C)c32)c1 | -5%
COc1ccc(C(=O)NCC(c2cccnc2)N2CCc3ccccc3C2)cc1 (stereo not drawn) | -1%
CCCOc1ccc(Oc2nc(NCC(C)C)nc(N3CCOCC3)n2)nn1 | 1%
CCC(Oc1ccccc1F)C(=O)Nc1cc(-c2ccccc2)no1 (stereo not drawn) | -18%
Cc1cccc(NC(=O)c2sc(-n3nc(C)c(CCC(C)C)c3C)nc2C)c1C | 4%
CN(C)c1ccc(CNC(=O)c2ccccc2NC(=O)c2nsc3ccccc23)cc1 | -18%
CCOc1ccc(S(=O)(=O)N(C(C)=O)c2ccc3oc(C)c(C(=O)OC)c3c2)cc1 | -2%
Cc1cc2c(cc1C)NC(CC(=O)Nc1cccc(Cl)c1)C(=O)N2 (stereo not drawn) | -9%
Cc1cc(C)n2nc(CNC(=O)c3ccc(Cl)cc3)nc2n1 | -2%
CCOC(=O)CSc1nc2sc3c(c2c(=O)n1Cc1ccccc1)CC(C)CC3 (stereo not drawn) | -1%
COc1ccc(OCCn2c(C)nc3cc(C)c(C)cc32)cc1 | -17%
Cc1oc2ccc(O)c(CN3CCCCCC3)c2c1C(=O)Nc1cccc(Cl)c1C | -5%
Cc1ccc(Cl)cc1NC(=O)C(=O)NCCc1sc(-c2ccc(F)cc2)nc1C | 6%
CCN(CCCNC(=O)CSc1cc(=O)n(CC)c2ccccc12)c1cccc(C)c1 | -16%
CCCCSc1ncnc2c1c(-c1ccccc1)cn2-c1cccc(F)c1 | -4%
CC1CN(C(=O)N2CCC(C(=O)NCCC3=CCCCC3)CC2)c2cc(Cl)ccc2O1 (stereo not drawn) | 1%
CCc1ccc(NC(=O)CSc2nc(C)c(C(=O)Nc3ccccc3)c(-c3ccc(OC)c(OC)c3)c2C#N)cc1 | -2%
O=C(NCC(c1cccnc1)N1CCc2ccccc2C1)C(=O)Nc1ccc(F)cc1F (stereo not drawn) | ?
O=C(COc1ccccc1)NCCc1csc(-c2cccc(F)c2)n1 | -1%
Cc1cc(C(=O)NCCc2ccc(Cl)cc2)c2c(C)nn(-c3cccc(F)c3)c2n1 | -1%
CCSc1nc2n(n1)C(c1ccc(CC)cc1)C(C(=O)Nc1ccccc1OC)=C(C)N2 (stereo not drawn) | 3%
CCOC(=O)c1cnc2cc(-c3ccc(OCC)cc3)nn2c1-c1ccccc1 | -2%
COc1ccc(N2CCN(C(=O)c3cc4c(-c5ccccc5F)nn(C)c4s3)CC2)cc1 | -2%

Next section:
SMILES | FLuc modulator
O=C(CCn1c(=O)c2cccn2c2cccnc21)NCc1ccccc1F | 0%
COc1ccccc1-c1nnc(SCC(=O)Nc2ccccc2F)o1 | -12%
COc1cccc2c1cc1c(=O)n(CC(=O)NC3CC3)nc(C)n12 | -4%
COc1ccc(C(=O)Nc2ccc3oc(-c4ccc(OC)cc4)nc3c2)cc1 | -13%
CCOc1ccc(NC(=O)NC(C)c2c(-n3cccc3)sc3c2CCN(CC)C3)cc1 (stereo not drawn) | -1%
COc1ccc(NC(=O)CCN2CCN(CCO)CC2)c(OC)c1 | -2%
COc1ccc(NC(=O)c2nnn(CC(=O)Nc3cccc(C)c3C)c2N)c(OC)c1 | 2%
Cc1c(Cl)cccc1NC(=O)Cn1c(=O)nc(-c2ccccc2)c2ccccc21 | 2%
CCOc1ccc(CNC(=O)c2cc3ccccn3n2)cc1 | ?
COc1ccc(C2c3cccn3CCN2S(=O)(=O)c2ccccc2[N+](=O)[O-])cc1OC (stereo not drawn) | 5%
COC(=O)C1CCN(C(c2ccccc2Cl)c2sc3nc(-c4ccco4)nn3c2O)CC1 (stereo not drawn) | ?
CCc1ccc(-c2nn(CC(=O)NC3CCCCC3)c3c2cnc2ccc(C)cc23)cc1 | 5%
Cc1ccc(CSc2oc(-c3cccs3)nc2S(=O)(=O)c2ccc(C)cc2)cc1 | 6%
O=C1CN(C(=O)COc2ccccc2)C(c2ccc(F)cc2)c2cc(Br)ccc2N1 (stereo not drawn) | -5%
CCOc1ccc(CNC(=O)c2nn(-c3ccc(OC)cc3)c(=O)c3c2c2ccccc2n3C)cc1 | 1%
CCOC(=O)CNc1ncnc2c1nnn2C | 1%
Cc1cc(F)ccc1NC(=O)Cn1c(=O)ccc2cc(S(=O)(=O)N3CCC(C)CC3)ccc21 | -1%
COc1cccc(NC(=O)CSCn2nnc3c(=O)[nH]c(Cc4ccc(F)cc4)nc32)c1 | -4%
CCc1ccccc1NC(=O)NCc1ccc2c(c1)CCN2C(=O)c1ccccc1 | -7%
Cc1ccc(C)c(Cn2c(=O)cc(C(F)(F)F)c3c(C)nn(C)c32)c1 | -7%
CCSc1ncc(Cl)c(C(=O)Nc2c(C(=O)c3ccc(C)c(F)c3)oc3ccccc23)n1 | -1%
Cc1ccc(NC(=O)C(=O)NCC(c2cccnc2)N2CCN(C)CC2)cc1 (stereo not drawn) | 1%
N#Cc1c(C(F)(F)F)cc(-c2cccs2)nc1SCC(=O)Nc1ccc(Cl)cc1 | -5%
Cc1ccc(NC(=O)Cn2c(=O)n(Cc3nc(-c4ccccc4)no3)c(=O)c3ccccc32)cc1C | -2%
COc1ccc(-c2[nH]c(-c3ccc(O)cc3)nc2-c2ccccc2)cc1 | ?
N#Cc1c[nH]n2c(NC3CCCCC3)c(-c3cccc(Cl)c3)nc12 | -8%
CCN(CC)S(=O)(=O)c1ccc2c(c1)N(CC(=O)Nc1ccc(Cl)cc1)C(=O)C1CCCN21 (stereo not drawn) | -3%
Cc1cccc(C)c1OC(=O)CSc1nnc(CNC(=O)c2ccccc2)o1 | ?
CC(C)Cc1ccc(S(=O)(=O)N2CCC(c3ccncc3)CC2)cc1 | -4%
Cc1cccc(CN2CCC(CNC(=O)Cn3ncc4c([nH]c5ccc(C)cc54)c3=O)CC2)c1 | -3%
CC(C)c1ccc2occ(CC(=O)Nc3ccccc3Cl)c2c1 | -16%
O=C(NC1(C(F)(F)F)C(=O)Nc2c1c(=O)[nH]c(=O)n2-c1ccccc1)c1ccccc1 (stereo not drawn) | -6%
CCc1cccc(NC(=O)CCc2nc3cccnc3n2-c2ccccc2)c1 | -2%
CCc1ccc(-n2c(=O)c3cccnc3n2CC(=O)N(CC)c2cccc(C)c2)cc1 | 5%
Cc1sc2c(c1C)c(=O)n(-c1ccccc1)c(=O)n2CC(=O)c1ccc(Cl)cc1 | -6%
Cc1ccc(-c2ccc(CCC(=O)O)n2-c2cccc(C)c2C)cc1 | ?
